Source: PubChem BioAssay (Southern Research Specialized Biocontainment Screening Center)
H37Rv inhibition: M. tuberculosis growth inhibition, HTS (AID 449762); inhibition, % at 25 µM, or IC50 in µM where a hit was titrated; hit rate 0.59% among 330,000; M. tuberculosis H37Rv growth inhibition, 7H9 media; higher % means a stronger effect; in the data active = a potency from the dose series; inconclusive = inhibition above about 70% without an active follow-up result;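 also: bacterial growth assessed after seven days of incubation; strong numbers were not always called active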
PhoP GFP inhibition: PhoP regulon inhibitors, Salmonella typhi PhoP promoter GFP reporter, confirmatory (AID 1850); Salmonella Typhi PhoP-promoter GFP reporter, fluorescence, 4 h; higher % means a stronger effect; inhibition, % at 50 µM; hits with a dose series show IC50 in µM; hit rate 0.33% among 310,000; in the data active = a potency from the dose series; inconclusive = inhibition mostly from about 25% at the one dose, without a potency; inactive = the rest, 99 in 100 with inhibition below about 19%;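 also: 0% = induced wells with vehicle and 100% = uninduced wells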
tuberculosis growth: growth inhibition of non-replicating M. tuberculosis (AID 488890); Mycobacterium tuberculosis non-replicating, growth inhibition; higher % means a stronger effect; one-dose inhibition, % at 25 µM; IC50 in µM for titrated hits; hit rate 0.39% among 320,000; in the data active = a potency from the dose series; inconclusive = inhibition mostly from about 82% at the one dose, without a potency; inactive = the rest, 99 in 100 with inhibition below about 76%;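 also: plate controls were DMSO cells for no effect and high antibiotic wells for full effect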
inhibitors of VEEV: inhibitors of VEEV TC-83 cytopathic effect, confirmation, Vero cells (AID 588727). Vero cells, VEEV TC-83 cytopathic effect inhibition; higher % means a stronger effect. inhibition, % at 20 µM, or IC50 in µM where a hit was titrated. hit rate 0.13% among 350,000; in the data active = a potency from the dose series; inconclusive = inhibition mostly from about 14% at the one dose, without a potency; inactive = the rest, 99 in 100 with inhibition below about 12%; also: strong numbers were not always called active
H1N1 NS1A inhibition: H1N1 influenza NS1A inhibitors, functional cell based assay (AID 504329). hit rate 0.3% among 340,000. NS1A functional cell-based assay, percent inhibition; higher % means a stronger effect. inhibition, % at 12.5 µM, or IC50 in µM where a hit was titrated; in the data active = a potency from the dose series; inconclusive = inhibition above about 27% without an active follow-up result; also: strong numbers were not always called active
inhibitors of VEEV 10K pilot screen: also measured in inhibitors of VEEV; calls as there; inhibition, %; measured here: 10K pilot screen inhibition
The depositor's hits bear a star; i = inactive; ? = inconclusive; . = not tested or not shown.

SMILES | H37Rv inhibition | PhoP GFP inhibition | tuberculosis growth | inhibitors of VEEV | H1N1 NS1A inhibition | others
Cc1nc(C(F)(F)F)c(C(=O)N/N=C(\N)c2ccccn2)s1 | ? | 12% | 50% | ? | 8µM*
CC(C)c1ccc(Nc2nnc(SC3CCOC3=O)s2)cc1 (stereo unspecified) | -5% | -6% | 20% | 0.6% | -6%
CC(=O)N=C1SC2CS(=O)(=O)CC2N1c1c(Cl)cccc1Cl (stereo unspecified) | -4% | 1% | -17% | 8.0% | 5%
CC1(CCc2ccc3c(c2)OCO3)NCCc2c1[nH]c1ccccc21 (stereo unspecified) | 2% | 9% | 52% | ? | 6%
COc1cc(-c2nnc(SCC(=O)Nc3ccc4c(c3)OCCO4)o2)cc(OC)c1OC | -6% | 12% | 0% | 0.8% | -6%
Cc1ccc(NC(=O)c2ccc(CNS(=O)(=O)c3cccc(C(F)(F)F)c3)cc2)cc1 | 11% | 11% | -34% | 4.4% | 1%
Cc1cccc(C)c1NC(=O)CN(C)C(=O)c1ccc2nc[nH]c2c1 | -1% | 1% | -8% | 1.6% | -6%
CC(C)CC(=O)NC(NC(=S)Nc1ccccc1)C(Cl)(Cl)Cl (stereo unspecified) | -1% | 3% | 8% | 0.3% | 5%
C=CCn1c(SCC(=O)NCc2cccs2)nnc1C1CCCCC1 | -14% | -4% | 4% | 3.8% | -28%
O=C(CSc1ncn[nH]1)Nc1ccnc2ccccc12 | 6% | 17% | . | 1.8% | -4%

Seven entries drawn at random from the list so far, as already listed:
SMILES | H37Rv inhibition | PhoP GFP inhibition | tuberculosis growth | inhibitors of VEEV | H1N1 NS1A inhibition | others
CC(=O)N=C1SC2CS(=O)(=O)CC2N1c1c(Cl)cccc1Cl (stereo unspecified) | -4% | 1% | -17% | 8.0% | 5%
O=C(CSc1ncn[nH]1)Nc1ccnc2ccccc12 | 6% | 17% | . | 1.8% | -4%
Cc1cccc(C)c1NC(=O)CN(C)C(=O)c1ccc2nc[nH]c2c1 | -1% | 1% | -8% | 1.6% | -6%
CC1(CCc2ccc3c(c2)OCO3)NCCc2c1[nH]c1ccccc21 (stereo unspecified) | 2% | 9% | 52% | ? | 6%
Cc1nc(C(F)(F)F)c(C(=O)N/N=C(\N)c2ccccn2)s1 | ? | 12% | 50% | ? | 8µM*
C=CCn1c(SCC(=O)NCc2cccs2)nnc1C1CCCCC1 | -14% | -4% | 4% | 3.8% | -28%
CC(C)c1ccc(Nc2nnc(SC3CCOC3=O)s2)cc1 (stereo unspecified) | -5% | -6% | 20% | 0.6% | -6%

Continued:
SMILES | H37Rv inhibition | PhoP GFP inhibition | tuberculosis growth | inhibitors of VEEV | H1N1 NS1A inhibition | others
COC(=O)CSc1ccc2c(N)c(C(=O)OC)sc2c1 | ? | 0% | ? | i | -14%
CC1Sc2ccc(S(=O)(=O)CCC(=O)Nc3cc(F)ccc3F)cc2NC1=O (stereo unspecified) | 6% | 0% | 11% | 4.4% | -2%
CC(=O)c1cccc(NC(=O)c2ccc(S(=O)(=O)N3CCCC3)cc2)c1 | 3% | 7% | -13% | 2.4% | 5%
CCC(C)NC(=O)COc1ccc(Br)c(C)c1 (stereo unspecified) | 2% | -11% | 15% | 1.1% | -2%
COCCCn1c(=O)c2sccc2n(Cc2cccc(F)c2)c1=O | 0% | 16% | 2% | 1.2% | -10%
Cc1nc(C(=O)NC2CC2)sc1C1(C)CC(c2ccccc2)=NO1 (stereo unspecified) | -5% | -16% | 3% | 0.1% | -5%
O=C(c1ccc(N2CCOCC2)nc1)N1CCOCC1 | 0% | -7% | -12% | 0.3% | -2%
NC(=O)CN1CCCC1c1ccc2c(c1)OCCO2 (stereo unspecified) | -1% | -1% | -2% | 1.6% | 3%
Cc1ccc(CS(=O)(=O)Cc2ccc(C(=O)NCCc3ccccc3)o2)cc1 | 6% | -1% | 32% | 0.8% | 1%
CNC(=O)c1cccn(Cc2ccc(C(F)(F)F)cc2)c1=O | 13% | 0% | 7% | 8.4% | 3%
COc1ccc(NC(=O)C2CCN(S(C)(=O)=O)CC2)cc1OC | -1% | 2% | 6% | 0.2% | -8%
O=C(c1cccc(F)c1)N1CCN(Cc2cccc(Br)c2)CC1 | 3% | -7% | 11% | i | -4%
Cc1ccc(NC(=O)c2c(C(F)(F)F)nn(C)c2SCc2ccc(Cl)cc2)cc1C | -10% | -10% | -4% | 5.4% | 7%
CCOc1nc(N=C(N)N)nc2c(C)cccc12 | ? | -1% | ? | i | 9%
CCOc1ccccc1OC(=O)c1ccco1 | -8% | 8% | 26% | i | -24%
CC(O)(CS(=O)(=O)Cc1ccccc1)C(=O)Nc1cccc(C(F)(F)F)c1 (stereo unspecified) | 8% | -11% | 8% | 0.3% | -2% | inhibitors of VEEV 10K pilot screen=0.3
COc1ccc2c(c1)C1(C)CC(C)(C)N2C(=O)N1c1ccccc1 (stereo unspecified) | 5% | 6% | 27% | 5.1% | 3%
CCOC(=O)Cn1c(=O)c2c(nc3n2CCN3Cc2ccccc2)n(C)c1=O | -1% | 2% | -2% | 0.7% | 4%
COc1ccc(C2=NS(=O)(=O)N(C)C(C(=O)Nc3ccc4c(c3)OCO4)=C2)cc1OC | 1% | -4% | . | 4.6% | >100µM*
O=C1CCCC2=C1C1(CCCC1)N=C(Nc1nc3ccccc3s1)N2 | -4% | -5% | 14% | 1.0% | 5%
O=C(NCC(c1ccco1)N1CCc2ccccc2C1)c1cccc([N+](=O)[O-])c1 (stereo unspecified) | 3% | 5% | 5% | 2.2% | -12%
Cc1cccc(NC(=O)Cn2cnc3c(oc4nc5c(cc43)COC(C)(C)C5)c2=O)c1 | 8% | -9% | 3% | 0.7% | 4%
Cc1ccccc1N1CCN(C2CCCN(C(=O)c3ocnc3C)C2)CC1 (stereo unspecified) | 6% | 3% | -6% | 0.3% | -2%
O=C(CCN1C(=O)C2C3C=CC(C3)C2C1=O)N1CCN(c2cccc(Cl)c2)CC1 (stereo unspecified) | 3% | 16% | 15% | 3.1% | 2%
C=CCn1c(O)c(C=NCCN2CCNCC2)c(=O)[nH]c1=O | -5% | -4% | 0% | 2.0% | 3%
COc1ccccc1NC(=O)Nc1ccccc1N1CCOCC1 | -1% | -5% | 0% | 2.0% | 2%
CC(C(=O)N(C)C1CCCCC1)N1CCC(C(N)=O)CC1 (stereo unspecified) | 1% | 11% | 1% | i | -3%
CCN1CCN(CCOc2cccc(Oc3ccccc3)c2)CC1 | -10% | -3% | 48% | i | -2%
O=C(Nc1ccc2c(c1)OCCO2)c1cccc(S(=O)(=O)N2CCOCC2)c1 | 3% | -7% | 3% | 0.1% | 4%
COc1ccc(Br)cc1CNc1ccc(N2CCOCC2)cc1 | -3% | -17% | . | 0.9% | -2%
O=C(CCCCCN1C(=O)c2cccc3cccc(c23)C1=O)NCCO | 1% | -22% | -6% | 2.9% | -11%
COc1ccc(OC)c(C(=O)CSc2nnc(Cc3cccs3)n2C)c1 | -2% | -5% | 8% | 1.9% | -12%
CC(=O)Nc1cccc(OCC(=O)Nc2cccc(S(=O)(=O)N3CCCC3)c2)c1 | . | . | . | 5.9% | -5%
CCCNC(=S)N1CCN(c2nc(-c3ccc(C)cc3)cs2)CC1 | 3% | -8% | 53% | i | -2%
COC(=O)[C@@H]1[C@H](CCc2ccccc2)NC(=O)N(Cc2ccccc2)[C@@H]1C | -2% | 2% | 1% | 0.4% | 4%
COC(=O)C1C(=O)C2=C(CC1C)NC(=O)CC2c1ccc(F)cc1 (stereo unspecified) | 4% | 0% | -7% | 1.0% | -3%
CCCN1CCC(=O)N(CCSc2ccc(NC(C)=O)cc2)CC1 | 3% | -8% | 1% | 0.1% | 4%
COc1ccccc1CCNC(=O)C(=O)NCC1OCCCN1S(=O)(=O)c1cc(C)ccc1C (stereo unspecified) | -7% | -7% | 24% | 9.1% | -9%
O=C(CCC(=O)c1ccc(Oc2ccccc2)cc1)Nc1ccc(Cl)cc1Cl | 0% | 5% | 3% | i | -4%
COc1cccc(/C=N/NC(=O)C[n+]2ccccc2)c1O | -7% | 4% | -10% | 2.1% | 10µM*
Oc1ccc2ccccc2c1CNc1ccc(Br)cn1 | -1% | -5% | ? | 1.0% | -5%
CCOC(=O)CC1=C(C(=O)OCC)C(c2ccc(C)o2)C(C#N)=C(N)O1 (stereo unspecified) | -7% | -4% | 2% | 1.4% | 0%
Cc1cccc(NC(=O)CN2C(=O)CCS(=O)(=O)c3ccccc32)c1C | -8% | -7% | -1% | i | 2%
Clc1nc(CN2CCCCC2)nc2sc3c(c12)CCC3 | 10% | -4% | ? | ? | 3%
O=C(N/C(=C/c1ccccc1)C(=O)N1CCCCC1)c1ccco1 | -3% | -14% | -3% | 4.6% | -4%
O=C(CCCn1c(=O)c2sccc2n(CC(=O)OCc2ccccc2)c1=O)NCc1ccco1 | -5% | -8% | 11% | 1.2% | 1%
Cc1ccnc(NC(=O)CN2C(=O)NC(C)(c3ccc4ccccc4c3)C2=O)c1 (stereo unspecified) | . | . | . | 9.6% | -12%
Cc1cc(C(=O)CSc2nnc(-c3ccc(F)cc3)o2)c(C)n1CC1CCCO1 (stereo unspecified) | -1% | -13% | 8% | 1.3% | 7%
CC(C)c1ccc(N(CC(=O)N2CCOCC2)S(C)(=O)=O)cc1 | -6% | -5% | -20% | 1.0% | -6%
O=C(O)c1ccc(CSc2nnc(-c3ccncc3)n2-c2ccc(Br)cc2)cc1 | -4% | 0% | -37% | 1.5% | -16%

Next section.
SMILES | H37Rv inhibition | PhoP GFP inhibition | tuberculosis growth | inhibitors of VEEV | H1N1 NS1A inhibition | others
Nc1c(C(=O)Nc2ccc(Cl)c(C(=O)O)c2)sc2nc3c(cc12)CCCC3 | 11% | -10% | 0% | 4.9% | -6%
O=C(CSc1nc2cc(Cl)ccc2o1)Nc1ccc(N2CCOCC2)cc1 | 5% | -5% | 45% | 0.0% | 2%
Cc1noc(C(=O)N2CC3(C)CC2CC(C)(C)C3)c1Cl (stereo unspecified) | -6% | 13% | . | i | 34%
Cc1ccc(C(C)C)c(OCC#CCN2CCOCC2)c1 | 2% | -10% | 0% | i | -23%
Cc1cccc(Oc2coc3cc(OC(=O)c4cccs4)ccc3c2=O)c1 | 13% | 6% | ? | 0.2% | 2%
COC(=O)C1=C(C)N(Cc2ccc(OC)cc2)C(=O)C1 | -14% | 0% | 20% | i | -2%
Cc1ccc(NC(=O)CCOc2ccccc2C)cc1F | -10% | 3% | 29% | 0.2% | -15%
CCOc1ccccc1OCC(=O)Nc1ccc(OC)c(S(=O)(=O)N2CCCCC2)c1 | -3% | 2% | -5% | 5.9% | -10%
Cc1nc(C(C)NC(=O)c2cc(COc3ccc(F)c(F)c3)on2)cs1 (stereo unspecified) | 8% | 3% | 25% | 4.1% | -5%
CCN1CCN(CCCNC(=O)c2ccccc2NC(=O)C2=C(C)OCCS2)CC1 | -2% | -3% | 0% | 0.3% | 3%
O=C(CN1CCN(S(=O)(=O)c2ccc(Br)cc2)CC1)N/N=C/c1cccs1 | -2% | -1% | 7% | 5.3% | -9%
COc1ccc(CCC(=O)NC(C)C2CCCO2)cc1 (stereo unspecified) | 6% | -5% | . | 1.3% | 18%
O=C(O)C1CCC(=O)N1C(=O)OCc1ccccc1 (stereo unspecified) | 6% | -2% | -19% | 0.9% | -2%
COc1cccc(NC(=O)NNC(=O)CCc2ccc(O)c(O)c2)c1 | 1% | 2% | -3% | 1.1% | -1%
Cc1ccc(S(=O)(=O)N2CCN(CC(=O)NC(C)c3ccccc3)CC2)cc1 (stereo unspecified) | . | . | . | 0.3% | -2%
COc1cccc(OC(=O)N2CCOCC2)c1 | -6% | 5% | 11% | 1.1% | 12%
CCOC(=O)N1CCC(NC(=O)c2ccc(NC(=O)C3CCCO3)cc2)CC1 (stereo unspecified) | -1% | -3% | 10% | 0.5% | -2%
O=C(Nc1nnc(C2CC2)s1)C1Cc2ccccc2CN1C(=O)c1ccco1 (stereo unspecified) | -1% | -2% | 16% | 1.6% | 1%
CCc1c(C(=O)Nc2ccncc2)csc1C | 4% | -13% | 13% | i | -5% | inhibitors of VEEV 10K pilot screen=0.0
Cc1cccc(C(=O)OCC(=O)N(C)C(c2ccccc2)c2ccccc2)c1[N+](=O)[O-] | 8% | . | 23% | i | -13%
Cc1ccc(C)c(S(=O)(=O)N2CCC3(CC2)OCCO3)c1 | 1% | -8% | -2% | 3.1% | -7%
O=S(=O)(c1cccs1)N1CN(Cc2ccc(F)cc2)c2nc3ccccc3nc21 | 0% | -5% | 25% | 2.5% | -12%

This is a random part of the collection; about 1.5% have a hit in one of these screens.
